Screening results deposited in PubChem BioAssay by National Center for Advancing Translational Sciences (NCATS).
EPAC2 antag = blocks human EPAC2 exchange factor | Q8WZA2 | EPAC2 GEF exchange of Rap1B-BODIPY-GDP, fluorescence | Potency, µM (top dose mostly 114 µM), for the others: top-dose activity, negative = inhibition, actives largely listed as inhibitors | hit rate 0.18% among 360,000 | AID 720708; also: potency is read from the fitted curve at half-maximal effect; % is scaled to controls: 0 for no effect and ±100 for the full control effect; nearly all actives have a fitted effect of over 45% in size; many of its hits are not listed in these tables
Target sequence (Q8WZA2 whole entry, looked up): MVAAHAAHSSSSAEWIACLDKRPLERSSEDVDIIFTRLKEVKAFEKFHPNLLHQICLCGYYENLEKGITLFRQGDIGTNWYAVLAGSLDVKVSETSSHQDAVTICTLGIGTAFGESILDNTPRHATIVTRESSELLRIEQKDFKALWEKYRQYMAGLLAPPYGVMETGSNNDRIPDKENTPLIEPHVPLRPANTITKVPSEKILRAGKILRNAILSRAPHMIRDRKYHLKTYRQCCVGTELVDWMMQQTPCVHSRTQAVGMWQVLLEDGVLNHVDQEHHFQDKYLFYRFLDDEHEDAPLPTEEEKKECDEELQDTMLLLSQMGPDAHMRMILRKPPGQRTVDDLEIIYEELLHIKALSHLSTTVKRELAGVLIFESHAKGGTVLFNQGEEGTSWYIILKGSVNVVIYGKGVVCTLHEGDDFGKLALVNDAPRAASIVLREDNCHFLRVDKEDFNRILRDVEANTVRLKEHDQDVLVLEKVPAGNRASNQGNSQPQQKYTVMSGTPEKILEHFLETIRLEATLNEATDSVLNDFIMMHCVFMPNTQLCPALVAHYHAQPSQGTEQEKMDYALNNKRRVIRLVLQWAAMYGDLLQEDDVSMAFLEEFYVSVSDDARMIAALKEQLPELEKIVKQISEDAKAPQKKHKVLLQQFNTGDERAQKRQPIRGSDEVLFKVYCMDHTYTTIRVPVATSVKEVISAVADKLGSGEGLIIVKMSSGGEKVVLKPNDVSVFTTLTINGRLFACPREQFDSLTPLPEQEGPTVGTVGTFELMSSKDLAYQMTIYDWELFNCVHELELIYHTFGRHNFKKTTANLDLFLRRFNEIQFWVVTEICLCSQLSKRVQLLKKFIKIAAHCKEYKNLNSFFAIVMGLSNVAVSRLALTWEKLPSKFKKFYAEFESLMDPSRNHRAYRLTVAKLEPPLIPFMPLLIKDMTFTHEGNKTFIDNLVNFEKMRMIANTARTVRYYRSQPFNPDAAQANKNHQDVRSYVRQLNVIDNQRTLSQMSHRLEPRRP
DRD3 antagonist = blocks the human D3 dopamine receptor; P35462; D3R cells, DiscoveRx beta-arrestin luminescence, antagonist mode; stronger effect = lower value; max response, negative = inhibition, %; hit rate 2.5% among 360,000; in the data active = max response below about -50%; inconclusive = no clear call, values can overlap the other calls; also: % is scaled to controls: 0 for no effect and ±100 for the full control effect; mostly tested at two doses, the higher about 12 µM
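Cells plated overnight at 1500 cells/well, then exposed to library compounds with dopamine controls for 90 minutes at 37 degrees C. DiscoveRx reagent added for 30–60 minutes at room temperature; luminescence read, quantitative HTS format.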
Mm-Cpn inhibitor = inhibitors of Methanococcus maripaludis chaperonin (MmCpn) | purified Mm-Cpn ATPase, ADP Transcreener TR-FRET | hit rate 0.031% among 330,000 | Potency, µM (top dose mostly 76.9 µM), for the others: at the highest dose activity, negative = inhibition, usual class: inhibitors | AID 504842; also: potency is read from the fitted curve at half-maximal effect; % is scaled to controls: 0 for no effect and ±100 for the full control effect; nearly all actives have a fitted effect of over 80% in size
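Measured: ADP formation by purified Mm-CPN. Conditions: 25 nM protein, 10 uM ATP, Tris pH 7.4 with Mg2+, K+ and DTT, 37°C for 30 min. Detection: Transcreener HTRF after 30 min at room temperature.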
Akt phos inh = inhibitors of Akt phosphorylation; Neuro2A IGF-stimulated pAkt S473 HTRF, 20 min; stronger effect = lower value; activity change, % for hits at 50 µM; hit rate 0.32% among 360,000; in the data active = activity change below about -80%; inconclusive = mostly about -51% to -80%; also: % is scaled to controls: 0 for no effect and ±100 for the full control effect
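Neuro2A cells in DMEM with 0.5% FBS, overnight at 37 deg C, given compound at single 50 µM final, then IGF (6 nM final) for 20 min at 37 deg C. Lysed; phospho-Akt Ser473 by HTRF after 24 h, 665/615 ratio.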
CCT chaperon mod = cytosolic chaperonin activity modulation | purified chaperonin ATPase assay, HTRF ADP detection, 30 min | activity change, % (concentration not given with the values), hits read low | hit rate 0.3% among 360,000; in the data active = activity change below about -30%; also: % is scaled to controls: 0 for no effect and ±100 for the full control effect
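First, chaperonin was dispensed at 40 nM or 20 nM final depending on batch activity. Next, compounds were pinned at 76 uM and ATP added at 10 uM. After 30 min at 37 °C, ADP detection reagents ran 30 min at ambient temperature.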
PTHR1 agonist = agonists of human PTHR1 parathyroid hormone receptor. Q03431. HEK293 GP2 PTHR1 cells, GloSensor cAMP luminescence, 1 h. Potency, µM (titrated, usually from 115 µM), without a hit: top-dose activation, usual class: activators. hit rate 0.075% among 410,000. AID 743266; also: potency is read from the fitted curve at half-maximal effect; nearly all actives have a fitted effect of over 55% in size; some results filed as inactive show a strong effect at the top dose; inactives centre near -15; many of its hits are not listed in these tables
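HEK-293-derived GP2 cells expressing PTHR1 and a GloSensor cAMP reporter, 3,000/well, plated overnight, given luciferin plus IBMX (each 0.5 mM as added) for 1 h at 37 °C, then compound for 1 h at 37 °C. Luminescence was read after 15 min at room temperature.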
DRD3 agonist = agonists of human D3 dopamine receptor. P35462. D3R DiscoveRx beta-arrestin cells, luminescence, 90 min. max activation, %. hit rate 0.58% among 410,000. AID 652048; in the data active = max activation above about 30%; also: 0% is about no effect; mostly tested at two doses, the higher about 12 µM
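Agonist-mode cell screen: cells plated at 1500/well and incubated overnight at 37 °C, then exposed to library compounds for 90 min at 37 °C. Detection reagent was added for 30–60 min at room temperature, and luminescence was read.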
EPAC2 ag = EPAC2 (human) agonism | Q8WZA2 | EPAC2 activation, biochemical qHTS; response scale: 100% = 6.5 mM cAMP response | Potency, µM (top dose mostly 154 µM), without a hit: at the top dose activation, most hits filed as activators | hit rate 0.079% among 360,000; also: potency is read from the fitted curve at half-maximal effect; nearly all actives have a fitted effect of over 50% in size
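Each well held 100 nM EPAC2, 250 nM RAP1B-BODIPY-GDP and 50 uM GDP. Fluorescence, read at 5-min intervals to 30 min, was referenced to a 6.5 mM cAMP positive control.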
The depositor's hits bear a star; i = inactive; ? = inconclusive; nt = not tested or not shown; & = joins results of further samples; [ ] = another dose, or the depositor's remark. Unless noted, calls follow the shape of the dose curve; as a rule, active = well fitted curve in the direction sought with a large enough effect; inconclusive = small, poorly fitted or top-dose-only effect, or another doubt; inactive = no such curve, though single readings can be large; an effect the other way counts as inactive or inconclusive. These rows are one share of the data; rates above refer to the full screens.

SMILES | EPAC2 antag | DRD3 antagonist | Mm-Cpn inhibitor | Akt phos inh | CCT chaperon mod | PTHR1 agonist | DRD3 agonist | EPAC2 ag
O=C(NCc1n[nH]c(=S)n1-c1cccc(C(F)(F)F)c1)c1ccc(S(=O)(=O)N2CCCCC2)cc1 | -10.8% | -28.1 | -4.1% | i | -0.7 | i | -2.2 | -2.4%
COc1ccc(/C=N/S(=O)(=O)c2cccs2)cc1 | 6.2% | 29.3 | 0.7% | nt | 1.4 | -4.1% | 3.1 | 0.6%
CCCCN(C1CCS(=O)(=O)C1)S(=O)(=O)c1ccc(OC)c(OC)c1 (centres undefined) | 15.7% | 25.3 | 1.7% | i | 2.7 | i | -3.1 | 4.1%
COc1ccc(NC(=O)Nc2nnc(N3CCC(C)CC3)s2)cc1OC | 3.2% | 3.1 | -4.4% | i | -14.7 | -20.0% | -14.5 | 0.4%
O=C(c1ccc(S(=O)(=O)N2CCCC2)cc1)N1CCN(Cc2ccc3c(c2)OCO3)CC1 | 1.6% | -51.5* | 1.8% | i | -1.6 | -28.0% | -12.7 | 0.6%
Cc1cccc(S(=O)(=O)NC2CCCCCCC2)c1 | -24.1% | -7.6 | -0.2% | i | 0.2 | i | -3.7 | 13.3%
Cc1ccccc1CSc1nc2c(c(=O)[nH]1)CCC2 | -5.6% | 12.7 | 0.5% | i | 0.0 | i | 7.2 | 7.7%
CN(c1ccccc1)S(=O)(=O)c1ccc(NC(=O)c2ccc(F)cc2)cc1 | -10.9% | -6.8 | nt | i | -3.5 | -28.1% | -3.1 | 21.3%
O=C(O)c1ccc(N/N=C/c2ccc(-c3ccccc3)cc2)cc1 | -20.1% | -15.3 | -1.1% | i | 0.3 | -28.8% | -0.1 | 5.0%
CCCS(=O)(=O)c1snnc1C | 3.2% | -16.5 | 0.3% | i | -0.4 | -6.8%[57.5 µM] | -14.1 | 6.2%
O=C(COc1cccc(C(F)(F)F)c1)Nc1ccc(S(=O)(=O)N2CCCC2)cc1 | -14.4% | -26.0 | -0.1% | i | -1.0 | -17.1%[57.5 µM] | -38.5 | 3.2%
Cc1cc(OCC(=O)NCCCn2ccnc2)c2c(C)cc(=O)oc2c1 | -3.7% | -2.6 | -2.8% | i | -1.0 | -6.0% | 3.8 | 10.6%
CCN(Cc1ccccc1)C(=O)C1CCN(C(=O)Nc2ccccc2)CC1 | 0.6% | -3.8 | -0.5% | i | 2.4 | i | -3.5 | -1.5%
COc1cc2cc(CCOC(=O)c3ccc(C#N)cc3)oc(=O)c2cc1OC | 13.1% | 7.7 | -3.9% | i | -1.2 | -2.3% | 0.2 | 7.7%
COc1ccc(S(=O)(=O)N2CCC(C(=O)NCc3ccc(C)cc3)CC2)cc1 | -6.5% | 13.1 | 1.0% | i | -2.1 | -23.0% | 0.8 | -0.2%
CCOc1cc(/C=C/c2cccc[n+]2C)ccc1O | 10.0% | -19.5 | -0.4% | i | -1.1 | -15.8% | 0.8 | 8.1%
Cc1cc(S(=O)(=O)ON2C(=O)c3ccccc3C2=O)ccc1F | -9.8% | -8.9 | -1.5% | i | 0.6 | -30.9%[inhibitor] | 2.6 | 5.7%
CCOc1cccc2sc(N(CCN(C)C)C(=O)/C=C/c3cccs3)nc12 | 7.9% | ? | -9.5% | i | 0.0 | -6.3% | -15.2 | 3.4%
COc1ccc(C(=O)N2CCCC(c3nc(-c4cccs4)no3)C2)cc1 (centres undefined) | 8.3% | -22.8 | 0.7% | i | -1.7 | ? | -0.5 | 9.1%
COc1ccc(CN(C(=O)c2cccs2)c2ccccc2C(=O)O)cc1 | 1.2% | -0.6 | 3.1% | i | -2.0 | i | -8.5 | 6.4%

Not a retest: two of the compounds above.
SMILES | EPAC2 antag | DRD3 antagonist | Mm-Cpn inhibitor | Akt phos inh | CCT chaperon mod | PTHR1 agonist | DRD3 agonist | EPAC2 ag
O=C(NCc1n[nH]c(=S)n1-c1cccc(C(F)(F)F)c1)c1ccc(S(=O)(=O)N2CCCCC2)cc1 | -10.8% | -28.1 | -4.1% | i | -0.7 | i | -2.2 | -2.4%
COc1ccc(/C=N/S(=O)(=O)c2cccs2)cc1 | 6.2% | 29.3 | 0.7% | nt | 1.4 | -4.1% | 3.1 | 0.6%

The list continues.
SMILES | EPAC2 antag | DRD3 antagonist | Mm-Cpn inhibitor | Akt phos inh | CCT chaperon mod | PTHR1 agonist | DRD3 agonist | EPAC2 ag
COCCOC(=O)c1[nH]c2c(c1C)C(=O)CC(c1ccc(N(C)C)cc1)C2 (centres undefined) | 11.8% | -21.3 | 0.8% | i | -1.5 | -15.0% | -3.6 | -2.3%
CCOc1cc(/C=C2\N=C(SC)SC2=O)cc([N+](=O)[O-])c1OC(C)=O | 0.8% | -13.6 | 0.6% | i | -0.1 | i | 0.3 | -13.6%
Cc1cc(/C=C2\C(=N)N3N=C(S(C)(=O)=O)SC3=NC2=O)c(C)n1Cc1ccccc1 | ? | -9.4 | -0.8% | i | -1.8 | -18.9% | -9.5 | 3.7%
CCOC(=O)C1=C(C)N(c2ccccc2)C(=O)/C1=C\c1ccc(O)c(OC)c1 | -6.7% | ? | -0.6% | i | -4.6 | i | -6.9 | 15.3%
CC(=O)Oc1ccc(N(C(C)=O)S(=O)(=O)c2ccc(Cl)cc2)c2ccccc12 | -12.2% | 18.5 | -1.7% | i | 1.4 | -11.2% | 0.0 | -2.8%
O=C(COC(=O)c1ccncc1)Nc1ccc2c(c1)OCO2 | -5.4% | 10.4 | 0.1% | i | -0.1 | -13.9% | -0.5 | 2.0%
CCOC(=O)c1nnc(-c2ccccc2)nc1Sc1ccccc1Cl | -3.7% | 7.0 | 0.2% | i | -2.0 | -34.0% | -3.6 | -10.5%
Clc1ccc(C2=NCCN2)cc1 | 1.7% | -6.7 | 0.6% | i | -3.8 | -3.7% | -8.9 | 3.6%
CCOC(=O)c1sc2ncnc(NCC(c3cccs3)N(C)C)c2c1C (centres undefined) | -2.2% | 33.4 | -11.5% | i | -1.9 | -11.6%[57.5 µM] | 1.4 | 2.0%
COc1cc(CN2CCC(CO)(CCOc3ccccc3)CC2)cc(OC)c1OC | 1.2%[57.1 µM] | 21.4 | -0.8% | i | -3.9 | i | -1.3 | 10.9%
COc1ccc2cc(CCNC(=O)C(C)(C)C)c(=O)[nH]c2c1 | -10.5% | 36.8 | 1.1% | i | -0.5 | i | -1.8 | 5.6%
COc1ccc(Br)cc1C(=O)Nc1cccc(-c2nnc(-c3ccco3)o2)c1 | 12.3% | 39.9 | nt | i | -2.0 | i | 3.5 | -0.4%
Cc1ccc(S(=O)(=O)Nc2ccc(OCC(=O)N3CCOCC3)cc2)c(C)c1NS(C)(=O)=O | -2.9% | 0.2 | -0.1% | i | 0.1 | i | -6.5 | -1.1%
O=C(Nc1ccccc1C(=O)Nc1ccc2c(c1)OCO2)c1ccco1 | -11.8% | 9.2 | -2.4% | i | -2.5 | i | 1.1 | 5.3%
Oc1cc2c(cc1C(c1ccc(Br)cc1)N1CCCC1)OCO2 (centres undefined) | -16.8% | 8.2 | -4.8% | i | 2.2 | i | -7.6 | 15.4%
CC(C)CCn1c(=O)c(C(=O)N/N=C/c2cccc(F)c2)c(O)c2ccccc21 | 9.3% | 1.9 | -2.0% | i | -7.8 | i | 4.7 | -7.3%
Cc1ccc(C(=O)N(Cc2nnc(-c3ccccc3Cl)o2)C2CC2)o1 | -7.9% | 0.0 | nt | i | -2.5 | i | -2.7 | 7.5%
CCc1ccc(NC(=O)C/C(C)=N/NC(=O)COc2ccccc2C)cc1 | -10.8% | -27.3 | 1.5% | i | -1.8 | -9.5% | -14.3 | 12.7%
O=C(c1cc2ncccn2n1)N1CCc2c([nH]c3ccccc23)C1c1ccccc1F (centres undefined) | -29.4% | -18.3 | -15.4% | i | -1.9 | -2.3% | -1.2 | 7.6%
CC(NC(=O)c1cccc(S(=O)(=O)N2CCN(Cc3ccccc3)CC2)c1)c1ccccc1Cl (centres undefined) | 1.2% | -28.3 | nt | i | 0.7 | -6.2% | -21.8 | 3.9%
CN(C)c1ccc(O)c2c1CC1CC3C(N(C)C)C(=O)C(C(N)=O)=C(O)[C@@]3(O)C(=O)C1=C2O (some centres undefined) | -6.8% | 0.0 | nt | i | 2.3 | -22.7% | -6.4 | -5.0%
CCN(c1ccc(C)c(C)c1)S(=O)(=O)c1ccc2c(c1)CCN2C(=O)CCC(=O)O | 0.8% | -2.8 | 0.7% | i | -0.2 | i | -8.1 | 1.0%
O=C(c1ccc(S(=O)(=O)N2CCCC2)cc1)N1CCCC(C(F)(F)F)C1 (centres undefined) | 3.2% | 12.9 | 1.7% | i | -1.3 | -8.1% | 2.6 | -0.9%
O=C1C(=O)N(CCN2CCOCC2)C(c2ccccn2)/C1=C(/O)c1ccc(F)cc1 (centres undefined) | 4.2% | -27.6 | -9.3% | i | -1.8 | i | -0.9 | 0.9%
O=C(O)c1ccc(-n2[nH]c3c(c2=O)CCCC3)cc1 | 3.4% | -1.7 | -3.0% | i | -0.7 | i | -3.3 | 1.3%
COc1ccc(NC(=O)CCNC(=O)Cn2cnc3ccccc3c2=O)c(OC)c1 | 8.8% | 4.7 | 0.1% | i | -0.8 | i | 2.4 | -0.7%
COc1ccccc1C(=O)OCC#CCSc1nnc(-c2cccc3ccccc23)o1 | 7.4% | nt | -9.7%&-17.7% | nt | nt | -1.4% | nt | 8.5%
N#Cc1ccc(NC(=O)c2cccs2)nc1 | 4.3% | -13.1 | 0.2% | i | 2.5 | -0.9% | 3.9 | 1.8%
COc1ccc(NCC(=O)N/N=C/C2CCCCC2)cc1 | -1.1% | 1.0 | 0.5% | i | 1.0 | i | -3.5 | -0.9%
COc1ccccc1CN1CC(C(=O)NCCN2CCNC2=O)CCC1=O (centres undefined) | 0.0% | -11.3 | -0.1% | i | -8.6 | -6.8% | -2.0 | 7.4%
COc1ccccc1CNC(=O)CS(=O)(=O)Cc1ccccc1 | -2.3% | 15.6 | 1.0% | i | -1.1 | i | 14.4 | 3.2%
CCn1cc(C(=O)N2CCOCC2)c(=O)c2cc(S(=O)(=O)N(C)C)ccc21 | 3.9% | -5.9 | 0.3% | i | 1.0 | -0.9% | -1.6 | 5.9%
COc1ccc(NC(=O)CSc2ccc3c(c2)OCCO3)cc1 | -6.0% | -23.1 | 0.6% | i | -2.4 | i | -7.8 | 12.8%
O/N=C/c1ccccc1OCc1ccccc1Cl | -18.1% | 9.2 | 1.9% | i | -9.0 | -9.2% | -1.1 | 4.1%
